EBV gp42 block – EBV gp42 inhibition. Q1HVG2. Fluorescence polarization binding assay, mP read-out. inhibition, % (tested at 21.74 µM). 220,000 compounds, 0.42% hits; in the data active means inhibition above about 50%
NCF1 inh – blocks human p47phox regulatory protein of NADPH oxidases. AID 1274. p47phox/p22phox peptide binding, fluorescence polarization, 2 h. 220,000 compounds, 0.53% hits. inhibition, % at 24.7 µM. P14598;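 active means inhibition above about 30%, limit read from the data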;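 further: 0% = p47phox with labelled peptide and 100% = labelled peptide alone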
m-calpain inh – inhibitors of pig calpain II | purified calpain II, fluorogenic peptide substrate, 30 min | inhibition, % at 16 µM | 220,000 compounds, 0.37% hits | AID 1236;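 active means inhibition above about 50%, limit read from the data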
Runt-CBFb FRET – inhibitors of human RUNX1 Runt domain binding to CBFb; Cerulean-Runt/Venus-CBFb FRET ratio 530/480, 1 h; 220,000 compounds, 0.46% hits; AID 1496; inhibition, % at 20 µM;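 active means inhibition over about 50% at 20 µM in the single-dose screen, limit read from the data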;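 further: 0% = DMSO wells and 100% = excess unlabeled CBFb competitor control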
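Buffer or medium: Tris pH 7.5 buffer with BSA. Assay system: Cerulean-labeled Runt domain protein. Amount: each fluorescent fusion protein 100 nM. Read-out basis: loss of energy transfer signal. Incubation: 1 h compound exposure, room temperature. Probe or stimulus: Venus-CBFb binding partner, 100 nM. Detection: FRET, excitation 422 nm, emission at 530 and 480 nm.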
TbHK1 inh – T. brucei hexokinase 1 inhibition. inhibition, % at 10 µM. recombinant TbHK1, G6PDH-coupled NADH A340. 220,000 compounds, 0.11% hits;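 active means inhibition of 50% or more in the single-dose primary screen; inactive means inhibition below 50%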
Furin inhibitor – inhibitors of human furin. inhibition, % at 30 µM. 220,000 compounds, 0.061% hits. purified furin, fluorogenic substrate cleavage. AID 463115. P09958; in the data active means inhibition above about 25%; further: inactives centre near -15
RBBP9 inh – inhibitors of human serine hydrolase RBBP9 | O75884 | recombinant RBBP9, FP-Rh probe fluorescence polarization | inhibition, % at 7.94 µM | 220,000 compounds, 0.2% hits | AID 1515;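 active means inhibition above the campaign mean of all tested compounds plus 3 SD, cut at about 14% in these data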;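 further: plate controls were DMSO wells with RBBP9 for no effect and wells lacking RBBP9 protein for full effect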
Target sequence (O75884 whole entry, looked up): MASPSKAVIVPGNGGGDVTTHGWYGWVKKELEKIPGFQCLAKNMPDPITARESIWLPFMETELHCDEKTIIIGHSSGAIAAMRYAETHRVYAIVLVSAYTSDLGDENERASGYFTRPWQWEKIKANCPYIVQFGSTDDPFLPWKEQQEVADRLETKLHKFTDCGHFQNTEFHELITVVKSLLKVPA
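Assay system: recombinant human RBBP9; Reagent: Serine-hydrolase probe FP-Rh, 375 nM pre-mixing; Doses: 7.94 µM single dose, 0.794% DMSO; Incubation: 30 min then 45 min, 25 °C; Detection: fluorescence polarization (mP), excitation 525 nm, emission 598 nm; Evaluation: percent inhibition from mP, scaled between DMSO and no-protein wells.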
p97 ATPase inh – blocks human p97 ATPase activity; 220,000 compounds, 0.42% hits; inhibition, % at 8 µM; recombinant p97 ATPase, Kinase-Glo ATP luminescence, 3 h; P55072; in the data active means inhibition above about 15%;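 further: 0% = DMSO vehicle and 100% = wells lacking enzyme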
Target sequence (P55072 whole entry, looked up): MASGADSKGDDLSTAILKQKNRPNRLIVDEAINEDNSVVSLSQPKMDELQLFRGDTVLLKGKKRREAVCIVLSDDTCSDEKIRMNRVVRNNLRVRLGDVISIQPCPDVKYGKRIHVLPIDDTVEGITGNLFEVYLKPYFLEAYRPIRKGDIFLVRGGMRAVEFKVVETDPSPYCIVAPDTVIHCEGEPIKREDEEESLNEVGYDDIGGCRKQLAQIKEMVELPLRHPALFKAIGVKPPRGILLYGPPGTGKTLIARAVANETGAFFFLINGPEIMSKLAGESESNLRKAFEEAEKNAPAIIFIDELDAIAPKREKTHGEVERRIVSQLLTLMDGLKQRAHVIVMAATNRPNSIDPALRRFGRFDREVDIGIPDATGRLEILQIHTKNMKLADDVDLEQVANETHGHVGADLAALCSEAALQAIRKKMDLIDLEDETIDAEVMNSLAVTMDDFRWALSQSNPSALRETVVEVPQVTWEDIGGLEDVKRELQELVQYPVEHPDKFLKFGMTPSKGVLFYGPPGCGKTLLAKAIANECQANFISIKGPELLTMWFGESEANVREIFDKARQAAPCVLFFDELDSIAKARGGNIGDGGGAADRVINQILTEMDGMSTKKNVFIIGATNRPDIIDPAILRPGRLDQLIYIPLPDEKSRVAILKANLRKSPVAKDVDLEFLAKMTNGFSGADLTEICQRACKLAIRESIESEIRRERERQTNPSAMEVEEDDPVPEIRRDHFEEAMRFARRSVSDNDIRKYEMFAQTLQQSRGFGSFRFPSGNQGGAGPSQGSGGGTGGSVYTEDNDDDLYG
Runt-SMMHC FRET – Runt domain-CBFb-SMMHC interaction inhibition; Q01196+Q13951; Cerulean-Runt/Venus-CBFb-SMMHC FRET ratio 530/480, 1 h; inhibition, % at 20 µM; 220,000 compounds, 0.74% hits;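 active means mean inhibition across duplicate retests at 20 µM reaching about 50%, limit read from the data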;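 further: 0% = DMSO wells and 100% = wells with excess untagged CBFb-SMMHC; inhibitors lower the FRET ratio by blocking Runt binding to CBFb-SMMHC; some results filed as inactive read as strong as hits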
An asterisk follows results filed as active; [ ] = remark or other dose.

`Cc1cccn2c(=O)c3cc(C(=O)NC(C)C)c(=N)n(Cc4ccncc4)c3nc12` gave EBV gp42 block -7, NCF1 inh 0, m-calpain inh inactive, Runt-CBFb FRET 18, TbHK1 inh -10, Furin inhibitor -150, RBBP9 inh -4, p97 ATPase inh 2 and Runt-SMMHC FRET 62*.
`CCOC(=O)c1cnc2c(Cl)cccc2c1NCCN(C)C` gave EBV gp42 block -14, NCF1 inh -8, m-calpain inh 27, Runt-CBFb FRET -3, TbHK1 inh -14, Furin inhibitor -30[20 µM], RBBP9 inh 8, p97 ATPase inh 5 and Runt-SMMHC FRET -4.
For CCOC(=O)c1nn(-c2ccc(F)cc2)c(=O)c2c(N)scc12 the results were EBV gp42 block -11, NCF1 inh -9, m-calpain inh -28, Runt-CBFb FRET 12, TbHK1 inh -9, Furin inhibitor -18, RBBP9 inh 3, p97 ATPase inh 9 and Runt-SMMHC FRET 12.
Screening COc1cc(/C=C/C(=O)O)ccc1OCc1cnc(Cl)s1 returned EBV gp42 block 6, NCF1 inh 4, m-calpain inh -11, Runt-CBFb FRET -1, TbHK1 inh -1, Furin inhibitor -16, RBBP9 inh -11, p97 ATPase inh 1 and Runt-SMMHC FRET -1.
Cc1sc(NC(=O)c2ccc(Br)s2)c(C(N)=O)c1C was read as EBV gp42 block 10, NCF1 inh -13, m-calpain inh -67, Runt-CBFb FRET 0, TbHK1 inh 14, Furin inhibitor -8[20 µM], RBBP9 inh -4, p97 ATPase inh 5 and Runt-SMMHC FRET 3.
For COc1cccc(Nc2ncc(C#N)c(N)n2)c1 the results were EBV gp42 block -4, NCF1 inh -14, m-calpain inh -9, Runt-CBFb FRET 0, TbHK1 inh -13, Furin inhibitor -16, RBBP9 inh -3, p97 ATPase inh 11 and Runt-SMMHC FRET 0.
`COc1ccc(Cn2nnnc2C(c2ccccn2)N2CCN(c3cc(Cl)ccc3C)CC2)cc1` (centres undefined) gave EBV gp42 block -21, NCF1 inh -7, m-calpain inh 20, Runt-CBFb FRET -3, TbHK1 inh 5, Furin inhibitor -19, RBBP9 inh -11, p97 ATPase inh 3 and Runt-SMMHC FRET -3.
Screening CCCn1c(C2CC(=O)N(c3cc(OC)ccc3OC)C2)nc2ccccc21 (centres undefined) returned EBV gp42 block 6, NCF1 inh 10, m-calpain inh -40, Runt-CBFb FRET 1, TbHK1 inh 10, Furin inhibitor -16, RBBP9 inh 3, p97 ATPase inh -1 and Runt-SMMHC FRET 0.
`Cc1cc(N2CCN(c3ccc(F)cc3)CC2)nc2cc(O)ccc12` gave EBV gp42 block -13, NCF1 inh -23, m-calpain inh -174, Runt-CBFb FRET 8, TbHK1 inh 2, Furin inhibitor -31, RBBP9 inh -6, p97 ATPase inh 5 and Runt-SMMHC FRET 10.
`Cc1ccc(NC(=O)Cn2nnc(-c3ccccc3NC(=O)c3cccs3)n2)cc1` gave EBV gp42 block -11, NCF1 inh -11, m-calpain inh -121, Runt-CBFb FRET -3, TbHK1 inh -1, Furin inhibitor -10[20 µM], RBBP9 inh -12, p97 ATPase inh 0 and Runt-SMMHC FRET -1.
Screening CCN(CC)CCOC(=O)/C=C/c1ccccc1OC returned EBV gp42 block -19, NCF1 inh -8, m-calpain inh -10, Runt-CBFb FRET 0, TbHK1 inh -11, Furin inhibitor -30, RBBP9 inh -10, p97 ATPase inh 4 and Runt-SMMHC FRET 3.
CCOC(=O)c1sc(NNC(=O)c2ccc(C)cc2)nc1C was read as EBV gp42 block 4, NCF1 inh -9, m-calpain inh -16, Runt-CBFb FRET 10, TbHK1 inh -3, Furin inhibitor -16, RBBP9 inh -12, p97 ATPase inh 7 and Runt-SMMHC FRET 6.
C=CCSc1nc(-c2ccc(OC)cc2)c(C#N)c(=O)n1CC=C was read as EBV gp42 block -7, NCF1 inh -8, m-calpain inh -3, Runt-CBFb FRET -3, TbHK1 inh -18, Furin inhibitor -15, RBBP9 inh 5, p97 ATPase inh 5 and Runt-SMMHC FRET 1.
Screening Cc1cccc(N2CCN(C(=O)N3CCCCC3)CC2)c1C returned EBV gp42 block -7, NCF1 inh -2, m-calpain inh 33, Runt-CBFb FRET -1, TbHK1 inh -1, Furin inhibitor -28, RBBP9 inh 0, p97 ATPase inh -7 and Runt-SMMHC FRET 0.
For CCN(CC)S(=O)(=O)c1ccc(-c2nnc(SCC(=O)Nc3nnc(C)s3)n2CC)cc1 the results were EBV gp42 block -13, NCF1 inh -7, m-calpain inh -18, Runt-CBFb FRET 2, TbHK1 inh -8, Furin inhibitor -17[20 µM], RBBP9 inh 4, p97 ATPase inh 1 and Runt-SMMHC FRET 3.
`CC1SC(c2ccc(Cl)cc2)NC1=O` (centres undefined) gave EBV gp42 block -16, NCF1 inh -6, m-calpain inh -26, Runt-CBFb FRET -1, TbHK1 inh -1, Furin inhibitor -14[20 µM], RBBP9 inh 1, p97 ATPase inh 5 and Runt-SMMHC FRET -7.
For O=C(Nc1cccn(Cc2c(Cl)cccc2Cl)c1=O)c1ccccc1Cl the results were EBV gp42 block -7, NCF1 inh -16, m-calpain inh 33, TbHK1 inh -2, Furin inhibitor -6, RBBP9 inh -4, p97 ATPase inh -4 and Runt-SMMHC FRET 1.
NC(=O)c1cc(N)ccc1N1CCCC1 was read as EBV gp42 block 6, NCF1 inh 140*, m-calpain inh -42, Runt-CBFb FRET 0, TbHK1 inh -3, Furin inhibitor -23, RBBP9 inh 6, p97 ATPase inh 8 and Runt-SMMHC FRET -1.
For COc1ccc(NC(=O)c2ccc(NCCCN3CCOCC3)c([N+](=O)[O-])c2)cc1 the results were EBV gp42 block -25, NCF1 inh -5, m-calpain inh -7, Runt-CBFb FRET -2, TbHK1 inh -1, Furin inhibitor -9, RBBP9 inh -2, p97 ATPase inh 4 and Runt-SMMHC FRET 0.
For O=C(COc1ccc(S(=O)(=O)N2CCCCC2)cc1)NCC1CCCO1 (centres undefined) the results were EBV gp42 block 11, NCF1 inh -2, m-calpain inh 17, Runt-CBFb FRET 0, TbHK1 inh -4, Furin inhibitor 0, RBBP9 inh 1, p97 ATPase inh -2 and Runt-SMMHC FRET 5.

Grouped by structure, the entries above with two or more sulfur atoms (two)
Cc1sc(NC(=O)c2ccc(Br)s2)c(C(N)=O)c1C was read as EBV gp42 block 10, NCF1 inh -13, m-calpain inh -67, Runt-CBFb FRET 0, TbHK1 inh 14, Furin inhibitor -8[20 µM], RBBP9 inh -4, p97 ATPase inh 5 and Runt-SMMHC FRET 3.
For CCN(CC)S(=O)(=O)c1ccc(-c2nnc(SCC(=O)Nc3nnc(C)s3)n2CC)cc1 the results were EBV gp42 block -13, NCF1 inh -7, m-calpain inh -18, Runt-CBFb FRET 2, TbHK1 inh -8, Furin inhibitor -17[20 µM], RBBP9 inh 4, p97 ATPase inh 1 and Runt-SMMHC FRET 3.

Later entries
Screening CCN(CC)Cc1c(-c2ccccc2)[nH]c2ccc(C)cc2c1=O returned EBV gp42 block -6, NCF1 inh -12, m-calpain inh -2, Runt-CBFb FRET 3, TbHK1 inh -19, Furin inhibitor -16[20 µM], RBBP9 inh -7, p97 ATPase inh 0 and Runt-SMMHC FRET 0.
Screening C/C(CC(=O)Nc1ccc(F)cc1)=N\NC(=O)COc1ccccc1 returned EBV gp42 block -20, NCF1 inh -5, m-calpain inh 0, Runt-CBFb FRET -1, TbHK1 inh -1, Furin inhibitor -26, RBBP9 inh -3, p97 ATPase inh 7 and Runt-SMMHC FRET 2.
For CCc1noc(C)c1C(=O)Nc1nc(-c2ccc(Cl)cc2Cl)cs1 the results were EBV gp42 block 11, NCF1 inh -52, m-calpain inh 15, Runt-CBFb FRET -1, TbHK1 inh 29, Furin inhibitor -6, RBBP9 inh -17, p97 ATPase inh 1 and Runt-SMMHC FRET 3.
For Cc1ccc(Cl)cc1NC(=O)CSC(N)=O the results were EBV gp42 block -4, NCF1 inh -4, m-calpain inh 11, Runt-CBFb FRET 20, TbHK1 inh -3, Furin inhibitor -3[20 µM], RBBP9 inh -5, p97 ATPase inh -8 and Runt-SMMHC FRET 11.
Screening Cc1ccc(NC(=O)NCCCN2CCOCC2)cc1 returned EBV gp42 block -22, NCF1 inh -10, m-calpain inh -49, Runt-CBFb FRET 1, TbHK1 inh 4, Furin inhibitor -28[20 µM], RBBP9 inh -7, p97 ATPase inh -2 and Runt-SMMHC FRET -4.
`COc1ccc(N(CCC#N)S(=O)(=O)c2cccc3nsnc23)cc1` gave EBV gp42 block 0, NCF1 inh 1, m-calpain inh 27, Runt-CBFb FRET -1, TbHK1 inh -3, Furin inhibitor -15, RBBP9 inh -5, p97 ATPase inh -6 and Runt-SMMHC FRET 3.
Screening Cc1cc(C)c(OCC(O)CN2CCN(c3ccccn3)CC2)c(C)c1 (centres undefined) returned EBV gp42 block -2, NCF1 inh -9, m-calpain inh -7, Runt-CBFb FRET -1, TbHK1 inh -8, Furin inhibitor -27, RBBP9 inh -7, p97 ATPase inh -4 and Runt-SMMHC FRET 0.
`O=C(N/N=C/c1cccc(O)c1)c1ccc(COc2cccc3cccnc23)cc1` gave EBV gp42 block -1, NCF1 inh -21, m-calpain inh -15, Runt-CBFb FRET -3, TbHK1 inh -7, Furin inhibitor -17, RBBP9 inh -9, p97 ATPase inh 5 and Runt-SMMHC FRET -7.
Screening Cc1ccc(NC(=S)NN2CCN(C)CC2)c(C)c1 returned EBV gp42 block -5, NCF1 inh -4, m-calpain inh 20, Runt-CBFb FRET -2, TbHK1 inh -3, Furin inhibitor -18, RBBP9 inh -3, p97 ATPase inh 0 and Runt-SMMHC FRET 0.
CCCN1CCN(c2nc(-c3cccs3)nc3ccccc23)CC1 was read as EBV gp42 block -7, NCF1 inh -16, m-calpain inh 4, Runt-CBFb FRET -3, TbHK1 inh -19, Furin inhibitor -4, RBBP9 inh -2, p97 ATPase inh 2 and Runt-SMMHC FRET -2.
Screening Cc1cccc(N=CC=C2OC(C)(C)C(C)(C)O2)c1 returned EBV gp42 block -9, NCF1 inh -14, m-calpain inh -26, Runt-CBFb FRET -4, TbHK1 inh 10, Furin inhibitor -5, RBBP9 inh -6, p97 ATPase inh 5 and Runt-SMMHC FRET 2.
`Cc1ccc(S(=O)(=O)N(CCO)Cc2cc3ccc(C)c(C)c3[nH]c2=O)cc1` gave EBV gp42 block 1, NCF1 inh -5, m-calpain inh -27, Runt-CBFb FRET 0, TbHK1 inh 1, Furin inhibitor -34, RBBP9 inh -3, p97 ATPase inh 2 and Runt-SMMHC FRET -5.
`Cc1ccc(NC2(C#N)C(=O)Nc3ccccc32)cc1` (centres undefined) gave EBV gp42 block -3, NCF1 inh -1, m-calpain inh -7, Runt-CBFb FRET 1, TbHK1 inh -4, Furin inhibitor -5[20 µM], RBBP9 inh -3, p97 ATPase inh 2 and Runt-SMMHC FRET -6.

Part of the list above in order of formula weight, lowest first:
NC(=O)c1cc(N)ccc1N1CCCC1 was read as EBV gp42 block 6, NCF1 inh 140*, m-calpain inh -42, Runt-CBFb FRET 0, TbHK1 inh -3, Furin inhibitor -23, RBBP9 inh 6, p97 ATPase inh 8 and Runt-SMMHC FRET -1.
Screening COc1cc(/C=C/C(=O)O)ccc1OCc1cnc(Cl)s1 returned EBV gp42 block 6, NCF1 inh 4, m-calpain inh -11, Runt-CBFb FRET -1, TbHK1 inh -1, Furin inhibitor -16, RBBP9 inh -11, p97 ATPase inh 1 and Runt-SMMHC FRET -1.
Screening Cc1cc(C)c(OCC(O)CN2CCN(c3ccccn3)CC2)c(C)c1 (centres undefined) returned EBV gp42 block -2, NCF1 inh -9, m-calpain inh -7, Runt-CBFb FRET -1, TbHK1 inh -8, Furin inhibitor -27, RBBP9 inh -7, p97 ATPase inh -4 and Runt-SMMHC FRET 0.

From PubChem BioAssay
